Screens as filed in PubChem.
Wnt act – Wnt/beta-catenin pathway activators, primary screen, cell-based, plate reader, single point; Wnt/beta-catenin reporter cell assay, activator; 300,000 compounds, 1.2% hits; AID 743398, 2014; activation, % at 9.35 µM; in the data active = activation above about 30%, passing the limit was not always enough;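 also: 0% = neutral control wells and 100% = positive control wells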
* marks the source's active call; other numbers are inactive results. A portion of the library; rates above refer to the full screens.

`Cc1ccc(-c2csc(C(O)c3ccc(F)cc3)n2)cc1C` (stereo not given) gave Wnt act 26.
O=C1C(Sc2ccccc2)=C[C@@]2(O)CC[C@@H](O)[C@]1(Sc1ccccc1)[C@H]2O was read as Wnt act 6.
CCOC(=O)C1(C)CCN1C(=O)c1cc(OC)c(OC)c(OC)c1 (stereo not given) was read as Wnt act -3.
`CN1OC[C@@H]2CN(C(=O)c3ccc(C#N)cc3)[C@H](c3cccc(Br)c3)C[C@@H]21` gave Wnt act 0.
For Cc1ccc2nc(-c3cccc(Cl)c3)c(Cc3ccccc3C(F)(F)F)n2c1 the results were Wnt act -2.
For Nc1[nH]c(C(=O)c2ccccc2)c(-c2ccc(Cl)c(F)c2)c1C(=O)NCCc1c[nH]c2ccccc12 the results were Wnt act 0.
`Cc1cc(C)n2c(NCc3ccccc3)c(CCc3ccccc3)nc2n1` gave Wnt act 0.
For Cc1ccc(S(=O)(=O)Nc2ccccc2O)cc1 the results were Wnt act 0.
`NC(=O)CC1NC(=O)c2cc([N+](=O)[O-])cc(I)c2OCCC(C(N)=O)NC(=O)[C@@H]2CCCN2C1=O` (stereo not given in full) gave Wnt act -3.
`OC[C@@H]1CN(Cc2ccc(-c3ccccc3)cc2)C[C@H](n2cnc3c(NC4CCCC4)ncnc32)O1` gave Wnt act -5.
`CCc1nc2c(OCC3CCCCC3)cccn2c1N(C)C(=O)c1ccc(C)cc1` gave Wnt act -3.
For O=C(NCc1ccccc1)C(c1ccc(-c2ccccc2)cc1)n1c(=O)c(-c2ccco2)nc2ccccc21 (stereo not given) the results were Wnt act -8.
Screening CC(C)C[C@H]1CN(CCCC[C@H]2CNC(=O)C(=O)N2CCc2ccccc2)C(=O)C(=O)N1Cc1ccccc1 returned Wnt act -4.
Screening COc1cccc(CNC(=O)CCNC(=O)N2CC(=O)Nc3ccccc32)c1 returned Wnt act 0.
Nc1[nH]c(C(=O)c2ccccc2)c(-c2ccc(C(F)(F)F)cc2)c1C(=O)NCc1ccc(Cl)cc1Cl was read as Wnt act -2.
Cc1ccccc1OCC(=O)NCC(=O)N/N=C/c1cccc([N+](=O)[O-])c1 was read as Wnt act -3.
O=C(NC1CCCC1)N[C@@H]1CC[C@@H](CC(=O)N2CCOCC2)O[C@@H]1CO was read as Wnt act 2.
Screening COC(=O)[C@]12CCCCC=C1N(Cc1ccco1)C(=O)[C@H](CC(=O)NCc1ccccc1)C2 returned Wnt act 0.
CCCCNC(=O)C1c2ccccc2OCC(=O)N1CCc1ccc(OC)c(OC)c1 (stereo not given) was read as Wnt act 1.
O=NN(Cc1cccnc1)Cc1cccnc1 was read as Wnt act -1.
`O=C(C(=O)N1CCN(c2ccncc2)CC1)c1cccc(Br)c1` gave Wnt act -2.
COc1cccc(CN(C)C(=O)[C@@H](Cc2ccccc2)NC(=O)[C@H]2O[C@@H](n3ccc(=O)[nH]c3=O)[C@H](O)[C@@H]2O)c1 was read as Wnt act -1.
`Cc1cccc2nc(-c3ccccc3)c(-c3ccc(CN4CCC5(CC4)CNc4ccccc45)cc3)nc12` gave Wnt act -11.
For O=C(NCc1cccnc1)c1ccc(-c2ccc(F)c(F)c2)c2ccoc12 the results were Wnt act -3.
For CCc1nc2c(OCCC3CCCCC3)cccn2c1N(C=O)Cc1ccccc1 the results were Wnt act 0.
`CCn1nccc1NC(=O)c1csc([C@@H]2O[C@H](CO)[C@H](O)[C@H](O)[C@H]2O)n1` gave Wnt act -4.
For Cn1cc(-c2csc(C(C)(O)c3cccc(F)c3)n2)cn1 (stereo not given) the results were Wnt act 2.
For COc1ccc(Cn2cc(CN3CCOCC3)nn2)cc1 the results were Wnt act -2.
For CCOC(=O)N1CCN(C(=O)C[C@@H]2C[C@@]3(C(=O)OCC)CCC=C3N(Cc3ccccc3)C2=O)CC1 the results were Wnt act -2.
For Cc1ccc(-c2nc3ccc(C)cn3c2Cc2ccccc2C(F)(F)F)cc1 the results were Wnt act 21.
COC(=O)c1ccc2nc(-c3ccccc3)c(Cc3ccc(C)cc3)n2c1 was read as Wnt act 10.
`CS(=O)(=O)Nc1cccc(NC(=O)c2ccc(-n3ccnc3)c3ccoc23)c1` gave Wnt act 1.
`CCC(=O)N1Cc2cc(C(=O)Nc3nccs3)nc(-c3cccc(-c4ccccc4OC)c3)c2[C@@H]1CCO` gave Wnt act 3.
For Cc1ccccc1S(=O)(=O)N(C)C[C@H]1OCc2cn(nn2)CCCC(=O)N([C@@H](C)CO)C[C@@H]1C the results were Wnt act -3.
`O=S1(=O)C=C[C@H](COCc2ccccc2)N1` gave Wnt act -1.
COCCNC(=O)c1cc2c(c(-c3cccc(C#Cc4ccc(OC)c(OC)c4)c3)n1)[C@H](CCO)N(S(=O)C(C)(C)C)C2 (stereo not given in full) was read as Wnt act -2.

Compounds shown so far that have a Cl atom (3):
For Cc1ccc2nc(-c3cccc(Cl)c3)c(Cc3ccccc3C(F)(F)F)n2c1 the results were Wnt act -2.
For Nc1[nH]c(C(=O)c2ccccc2)c(-c2ccc(Cl)c(F)c2)c1C(=O)NCCc1c[nH]c2ccccc12 the results were Wnt act 0.
Nc1[nH]c(C(=O)c2ccccc2)c(-c2ccc(C(F)(F)F)cc2)c1C(=O)NCc1ccc(Cl)cc1Cl was read as Wnt act -2.

Later entries:
O=C(CC[C@H]1O[C@@H](n2ccc(=O)[nH]c2=O)[C@H](O)[C@@H]1O)N[C@@H](Cc1ccccc1)C(=O)NCC1CCCCC1 was read as Wnt act -1.
For CC(=O)Nc1ccc(C(C)=NNC(=O)C2CCCC2)cc1 the results were Wnt act -2.
Screening CCOC(=O)C1=CCN(S(=O)(=O)c2ccccc2)C1c1ccccc1 (stereo not given) returned Wnt act -2.
`CCOC(=O)C1=C[C@@H](C(C)C)N(S(=O)(=O)c2ccc(C)cc2)[C@H]1c1ccccc1F` gave Wnt act -3.
For CCCCc1c(-c2ccccc2OC)ncn1Cc1ccc(F)c(F)c1 the results were Wnt act -5.
Screening Cc1cc(-c2ccncc2)n2ncc(-c3ccccc3)c2n1 returned Wnt act 19.
For CN(C)c1ccc(CNC(=O)C2Cc3c(-c4ccccc4Oc4ccccc4)ccnc3O2)cc1 (stereo not given) the results were Wnt act -7.
Screening O=C(CS(=O)(=O)c1ccccc1)CS(=O)(=O)c1ccccc1 returned Wnt act -1.
Screening Clc1cccc(Cc2c(-c3cccc(Br)c3)nc3ccc(Br)cn23)c1 returned Wnt act 13.
`Cc1ccc(CN2C(=O)C(F)(F)Oc3ccccc32)cc1` gave Wnt act -4.
Cc1ccc(N2NC3(CCN(C(N)=O)CC3)NC2=O)cc1 was read as Wnt act -2.
For COc1cccc(C(O)c2nc(-c3cccc(C(F)(F)F)c3)cs2)c1 (stereo not given) the results were Wnt act 2.
COCCCN1C(=O)C(CC(=O)NCCCN(C)C)CC(C(=O)N(C(C)C)C(C)C)=C1C (stereo not given) was read as Wnt act -2.
For CC(C)C[C@H]1COc2cccc(N3CCC[C@H]3CO)c2S(=O)(=O)N1 the results were Wnt act -4.
For COc1ccc(NC(=O)C2(C)CCN2Cc2ccc(OC)c3ccccc23)cc1OC (stereo not given) the results were Wnt act 2.
For Cc1cccc(C)c1NC(=O)C1c2ccccc2OCC(=O)N1C1CC1 (stereo not given) the results were Wnt act -2.
CSc1ccc(CN2CCC2(C)C(=O)Nc2ccc3c(c2)OCO3)cc1 (stereo not given) was read as Wnt act 2.
Screening CCCC(=O)OC[C@H]1CN(C2CCCC2)S(=O)(=O)c2c(Oc3ccccc3)cccc2O1 returned Wnt act -3.
NC(CCc1ccccc1)c1csc(NC(=O)Nc2cccc(C(F)(F)F)c2)n1 (stereo not given) was read as Wnt act -10.
Screening COC(=O)[C@]12C[C@H](CC(=O)NCC3CCCCC3)C(=O)N(Cc3ccccc3)C1=C[C@H](C(C)C)O[C@@H]2C1CC1 returned Wnt act -13.
For COc1ccc(S(=O)(=O)N2CCCCC2c2cc(C(=O)Nc3ccccc3)no2)cc1 (stereo not given) the results were Wnt act -1.
Screening CC(C)Nc1nc(Nc2ccccc2Cl)c2sccc2n1 returned Wnt act -7.
`CC(C)Oc1cc(F)ccc1-c1cc(C(=O)NCc2ccccc2)[nH]n1` gave Wnt act -1.
For CC1(C(=O)NS(=O)(=O)c2ccccc2Cl)CCN1C(=O)Cc1cccc2ccccc12 (stereo not given) the results were Wnt act -3.
Screening COC(=O)[C@]12C[C@H](CC(=O)N3CCCC3)C(=O)N(Cc3ccccc3)C1=C[C@H](C(C)(C)C)O[C@@H]2C returned Wnt act -3.
For Cc1nc2ccc(C(=O)Nc3ccc4c(c3)OCC(=O)N4)cn2c1N(C)C(=O)CCc1ccccc1 the results were Wnt act 2.
O=C(NCc1ccc(F)cc1F)[C@@H]1CCCN1C(=O)[C@@H]1CCCN1C(=O)c1cccs1 was read as Wnt act -1.
Screening CCC(=O)N1CCCC(C)(C(=O)Nc2ccc3scnc3c2)C1 (stereo not given) returned Wnt act -1.
Screening CCCCOCCCNC(=O)C[C@H]1C[C@@]2(C(=O)OC)C(=C[C@H](C(C)(C)C)O[C@@H]2C)N(Cc2ccc3c(c2)OCO3)C1=O returned Wnt act -2.
CC1(C(=O)Nc2ccc3c(c2)OCO3)CCN1C(=O)CC1CC1 (stereo not given) was read as Wnt act 0.
`CCCCNC(=O)C1(C)CCN1C(=O)c1ccc(OC)c(F)c1` (stereo not given) gave Wnt act -2.
NC(=O)c1cccc(Nc2nc(C(N)CCc3ccccc3)cs2)n1 (stereo not given) was read as Wnt act -1.
For COc1cc(NC(=O)c2sc3ncn(CC(=O)N4CCCCC4C)c(=O)c3c2C)cc(OC)c1OC (stereo not given) the results were Wnt act -1.
For CC[C@H](NC(=O)CC[C@H]1O[C@@H](n2cnc3c(NC(=O)c4ccccc4)ncnc32)[C@H](O)[C@@H]1O)c1ccccc1 the results were Wnt act -3.
`O=S1(=O)CC(N2CCN(CC3CC3)CC2)CN1Cc1ccc(F)cc1` (stereo not given) gave Wnt act -2.
CN(Cc1ccccc1)C(=O)c1cccc(NC(=O)Cc2ccc(NC(=O)C3CCCN(S(=O)(=O)c4cccc([N+](=O)[O-])c4)C3)cc2)c1 (stereo not given) was read as Wnt act -3.

5 entries out of the list, arranged by molar mass, smallest number first:
CC1(C(=O)Nc2ccc3c(c2)OCO3)CCN1C(=O)CC1CC1 (stereo not given) was read as Wnt act 0.
`CCCCNC(=O)C1(C)CCN1C(=O)c1ccc(OC)c(F)c1` (stereo not given) gave Wnt act -2.
O=C(NCc1ccc(F)cc1F)[C@@H]1CCCN1C(=O)[C@@H]1CCCN1C(=O)c1cccs1 was read as Wnt act -1.
Screening COC(=O)[C@]12C[C@H](CC(=O)N3CCCC3)C(=O)N(Cc3ccccc3)C1=C[C@H](C(C)(C)C)O[C@@H]2C returned Wnt act -3.
Screening CCCCOCCCNC(=O)C[C@H]1C[C@@]2(C(=O)OC)C(=C[C@H](C(C)(C)C)O[C@@H]2C)N(Cc2ccc3c(c2)OCO3)C1=O returned Wnt act -2.

Continuation:
CC(=O)c1ccc2c(c1)N(Cc1ccccc1Cl)C(=O)C(C)S2 (stereo not given) was read as Wnt act -1.
COc1ccc(CN2C(=O)C(CC(=O)NCCN3CCOCC3)CC(C(=O)N3CCCCCC3)=C2C)cc1 (stereo not given) was read as Wnt act -1.
For O=C1CC(=O)N(C2CCCCC2)C(=O)N1c1ccccc1S(=O)(=O)Oc1ccccc1 the results were Wnt act 0.
CCCCN(C)C(=O)c1sc(=O)n(Cc2c(C)noc2C)c1C was read as Wnt act -4.
Screening CCC(=O)N1CCCC(C(=O)Nc2nc3ccccc3[nH]2)CC1 (stereo not given) returned Wnt act 0.
COc1ccc(-c2[nH][nH]c(=O)c2NC(=O)c2ccc([N+](=O)[O-])cc2)cc1 was read as Wnt act -2.
`O=C(N[C@H](Cc1ccccc1)C(=O)NCc1ccc2c(c1)OCO2)[C@H]1O[C@@H](n2ccc(=O)[nH]c2=O)[C@H](O)[C@@H]1O` gave Wnt act 0.
Screening Cc1ccc(C2NC(=O)c3[nH]nc(-c4ccccc4)c32)cc1 (stereo not given) returned Wnt act 0.
Screening CC1(C(=O)NS(=O)(=O)c2cccc(C#N)c2)CCN1C(=O)c1ccccc1CCc1ccccc1 (stereo not given) returned Wnt act 3.
Screening Cc1cn([C@H]2C[C@H](O)[C@@H](CCC(=O)NCCc3cccs3)O2)c(=O)[nH]c1=O returned Wnt act -1.
Screening CSc1ccccc1CNc1nc(NCC2CC2)nc2ccsc12 returned Wnt act -1.
`COC(=O)C[C@H]1CC[C@@H](NC(=O)Nc2ccc(C(F)(F)F)cc2)[C@@H](CO)O1` gave Wnt act 0.

As a short view, two of the compounds above.
Screening CSc1ccccc1CNc1nc(NCC2CC2)nc2ccsc12 returned Wnt act -1.
`COC(=O)C[C@H]1CC[C@@H](NC(=O)Nc2ccc(C(F)(F)F)cc2)[C@@H](CO)O1` gave Wnt act 0.

Carrying on:
O=C(Cc1cccnc1)N[C@@H]1CC[C@H](CCn2cc(Cc3ccccc3)nn2)O[C@@H]1CO was read as Wnt act -3.
COc1ccc(C(=O)c2[nH]c(N)c(C(=O)NCCc3c[nH]c4ccccc34)c2-c2ccc(Cl)c(F)c2)cc1 was read as Wnt act 4.
For CSc1ccc(OC2(C)CCN(Cc3ccccc3)C2)cc1 (stereo not given) the results were Wnt act -1.
CCOC(=O)CC1(CCc2ccccc2)Oc2ccccc2O1 was read as Wnt act -2.
For CSc1ccc(Cn2c(C)c(C(=O)NCc3ccc4c(c3)OCO4)sc2=O)cc1 the results were Wnt act 0.
For CC(=O)CCC(=O)CNC(=O)CC[C@H]1O[C@@H](n2ccc(=O)[nH]c2=O)[C@H](O)[C@@H]1O the results were Wnt act -2.
`CCCCCCN(C(=O)CCCCCN1C(=O)NC(c2ccc(-c3ccccc3)cc2)C(C(=O)OCc2ccccc2)=C1C)C(C(=O)NCCCC)C1CCCCC1` (stereo not given) gave Wnt act -6.
Screening COC(=O)[C@]12CCCCC=C1N(Cc1ccccc1)C(=O)[C@H](CC(=O)NCc1ccc(C)o1)C2 returned Wnt act -2.
For CO[C@H]1CN(C)C(=O)c2cc(NC(=O)C3CCOCC3)ccc2OC[C@H](C)N(Cc2nccs2)C[C@H]1C the results were Wnt act -9.
Screening CCCC(=O)OC[C@H]1CN([C@H](C)c2ccccc2)S(=O)(=O)c2c(F)cccc2O1 returned Wnt act -3.
For Cc1ccc(Cc2c(-c3cccc(Br)c3)nc3c4ccccc4ccn23)cc1 the results were Wnt act 1.
`COc1cc(CNc2ncnc3c2ncn3[C@H]2CN(Cc3ccncc3)C[C@@H](CO)O2)cc(OC)c1OC` gave Wnt act 1.
